# Screening results: PubChem, National Center for Advancing Translational Sciences (NCATS)
# uPA surface inh: blocks generation of uPA at the cell surface. cell surface uPA generation assay, qHTS. Potency, µM (highest dose often 38.3 µM), for inactives: at the top dose activity change, negative = inhibition, hits mostly inhibitors. actives 0.31% (n = 330,000); active = well fitted inhibition curve with a large enough effect; inconclusive = small, poorly fitted or top-dose-only effect; inactive = no such curve, though single readings can be large or run the other way; tested in mouse RAW 264.7 cells; also: potency is read from the fitted curve at half-maximal effect; % is scaled to controls: 0 for no effect and ±100 for the full control effect; nearly all actives have a fitted effect of over 55% in size
# Tb PFK inh: T. brucei PFK enzyme inhibition. T. brucei PFK, ADP-Glo luminescence. AID 485367. Potency, µM (doses to about 57.5 µM), for the others: top-dose activity, negative = inhibition, actives largely listed as inhibitors. actives 0.17% (n = 330,000);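 also: potency is read from the fitted curve at half-maximal effect; 0% = uninhibited 1x PFK enzyme wells and -100% = no-enzyme wells; nearly all actives have a fitted effect of over 60% in size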
#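 1.25 nM PFK with 0.5 mM F6P and 0.1 mM ATP in 0.1 M TEA pH 8.0, 5 mM MgCl2, incubated 45 min at room temperature; ADP measured by ADP-Glo luminescence; compounds titrated up to 57 uM.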
# Giardia killer: Giardia lamblia killing; Giardia lamblia trophozoite viability; activity change, % at 7.66 µM, hits read low; actives 0.15% (n = 340,000); AID 540267; in the data active = activity change below about -80%; inconclusive = between about -30% and that limit;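 also: parasites exposed to compound for two days anaerobically before the ATP read; % is scaled to controls: 0 for no effect and ±100 for the full control effect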
#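 Each well holds 100 Giardia trophozoites and compound. After two days (48 hrs) at 37 deg C in anaerobic conditions, ATP is quantified by luminescence.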
# Gal4-VP16 FLuc: counter-screen for ROR gamma inhibitors: Gal4-VP16 reporter; Drosophila S2 Gal4-VP16 UAS-luciferase, luminescence, 20 h; Potency, µM (titrated, usually from 53.6 µM), without a hit: at the highest dose activity, negative = inhibition, hits mostly inhibitors; actives 3.5% (n = 310,000); AID 2546;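 also: Gal4-VP16 expression switched on by copper sulfate through the metallothionein promoter; potency is read from the fitted curve at half-maximal effect; % is scaled to controls: 0 for no effect and ±100 for the full control effect; nearly all actives have a fitted effect of over 50% in size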
# ELG1 genotox: induces genotoxicity in HEK293T cells with luciferase-tagged ELG1 | HEK293T ELG1-luciferase reporter, luminescence, 16 h | actives 1.3% (n = 330,000) | AID 504466 | Potency, µM (titrated, usually from 46 µM), inactives show at the top dose activity change, positive = activation, actives largely listed as activators; also: potency is read from the fitted curve at half-maximal effect; % of control where 0% means no effect; nearly all actives have a fitted effect of over 60% in size
#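 Luminescence read-out: rising ELG1-luciferase signal, reflecting elevated ELG1 protein under genetic stress, flags genotoxic compounds. Cells were treated for 16 hr at 37 °C before ONE-Glo detection.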
# FBPA coupling cs: coupling enzyme interference in Giardia aldolase counter-screen; AID 2472; actives 0.67% (n = 290,000); activity change, negative = inhibition, % at 58.2 µM, hits read low; coupling enzyme system counterscreen, AmpLite Red fluorescence; in the data active = activity change below about -30%; also: % is scaled to controls: 0 for no effect and ±100 for the full control effect
#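 First, compound is pin-transferred into glyceraldehyde-3-phosphate coupling-enzyme reagent at 57.5 uM final and held 10 min at RT. Next, substrate, coupling system and AmpLite Red are added. After 20 min RT, fluorescence (525/598 nm) is read.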
# NPC1 promoter act: activators of NPC1 promoter. Huh7 NPC1 promoter luciferase reporter, 24 h. actives 2.4% (n = 320,000). Potency, µM (top dose mostly 9.22 µM), for inactives: top-dose activation, actives largely listed as activators;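 also: potency is read from the fitted curve at half-maximal effect; % of control where 0% means no effect; nearly all actives have a fitted effect of over 60% in size; reporter is driven by a mutant NPC1 promoter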
#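 Luminescence from an NPC1 promoter-driven luciferase reporter in stably transfected Huh7 cells was measured after 24 h compound treatment at 37 °C, followed by 10 min ambient incubation with luciferase detection reagent.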
# KCNH2 3.1 block: inhibitors of human KCNH2 3.1 potassium channel isoform | U2OS KCNH2 3.1, thallium flux FluxOr; hits give low values | activity change, % (tested at about 1.8 µM) | actives 0.95% (n = 340,000) | AID 720553;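 active = maximum activity change below -70%; inconclusive = maximum activity change from -70% to -50%; inactive = maximum activity change above -50%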;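 also: thallium influx rate constant from kinetic fluorescence after stimulation buffer; % is scaled to controls: 0 for no effect and ±100 for the full control effect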
#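 Measured as rate of thallium-driven FluxOr signal in transduced U2OS cells carrying the 3.1 channel, read kinetically for 2 min upon stimulation; values are rate constants scaled to DMSO control wells.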
# FLuc counter: inhibits or activates purified firefly luciferase, miR-21 counter-screen. P08659. purified FLuc, Km substrates, luminescence inhibition. Potency, µM (top dose mostly 57.5 µM), for inactives: at the top dose activity change, negative = inhibition, usual class: inhibitors. actives 6.9% (n = 360,000);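 also: potency is read from the fitted curve at half-maximal effect; plate controls were vehicle for no effect and reference inhibitor for full effect; nearly all actives have a fitted effect of over 55% in size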
# Target sequence (P08659 whole entry, looked up): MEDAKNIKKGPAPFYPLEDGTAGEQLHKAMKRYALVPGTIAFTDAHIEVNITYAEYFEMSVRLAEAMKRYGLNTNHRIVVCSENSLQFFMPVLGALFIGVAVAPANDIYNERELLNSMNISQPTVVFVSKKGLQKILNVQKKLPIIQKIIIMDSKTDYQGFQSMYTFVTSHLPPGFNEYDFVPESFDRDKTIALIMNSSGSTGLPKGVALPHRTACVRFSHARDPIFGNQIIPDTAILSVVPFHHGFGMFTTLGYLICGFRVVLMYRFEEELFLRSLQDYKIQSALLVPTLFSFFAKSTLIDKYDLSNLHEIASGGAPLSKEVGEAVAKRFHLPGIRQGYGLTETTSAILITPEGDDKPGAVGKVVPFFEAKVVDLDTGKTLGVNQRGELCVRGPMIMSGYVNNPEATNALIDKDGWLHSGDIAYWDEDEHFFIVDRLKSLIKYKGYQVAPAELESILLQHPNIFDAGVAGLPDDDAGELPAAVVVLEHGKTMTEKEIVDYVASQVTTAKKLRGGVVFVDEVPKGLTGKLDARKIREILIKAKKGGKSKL
#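 Purified P. pyralis luciferase (10nM final) with 10uM D-luciferin and 10uM ATP (Km levels) in 50mM Tris acetate pH 7.5, 10mM Mg acetate, 0.01% Tween-20, 0.05% BSA; qHTS 6-point titration, ~60 µM downward; luminescence read.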
# Rab9 prom act: Rab9 promoter activation. Huh7 Rab9 promoter-luciferase reporter, luminescence, 24 h. Potency, µM (top dose mostly 9.22 µM), without a hit: at the highest dose activation, negative = inhibition, actives largely listed as activators. actives 2.8% (n = 320,000); also: potency is read from the fitted curve at half-maximal effect; % of control where 0% means no effect; nearly all actives have a fitted effect of over 60% in size
#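 Steps: seed 1500 Huh7 Rab9-luc cells per well, rest 2 h at 37 °C; add compound in DMSO; incubate 24 h; add luciferase reagent, 10 min ambient; read luminescence.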
# RORg inh: blocks mouse ROR gamma transcriptional activity | P51450 | Drosophila S2 Gal4-RORgamma UAS-luciferase reporter, 20 h | Potency, µM (doses to about 53.6 µM), for the others: at the highest dose activity change, negative = inhibition, most hits filed as inhibitors | actives 5.4% (n = 310,000) | AID 2551; also: potency is read from the fitted curve at half-maximal effect; % is scaled to controls: 0 for no effect and ±100 for the full control effect; nearly all actives have a fitted effect of over 60% in size
# Target sequence (P51450 whole entry, looked up, the tested form may be a part): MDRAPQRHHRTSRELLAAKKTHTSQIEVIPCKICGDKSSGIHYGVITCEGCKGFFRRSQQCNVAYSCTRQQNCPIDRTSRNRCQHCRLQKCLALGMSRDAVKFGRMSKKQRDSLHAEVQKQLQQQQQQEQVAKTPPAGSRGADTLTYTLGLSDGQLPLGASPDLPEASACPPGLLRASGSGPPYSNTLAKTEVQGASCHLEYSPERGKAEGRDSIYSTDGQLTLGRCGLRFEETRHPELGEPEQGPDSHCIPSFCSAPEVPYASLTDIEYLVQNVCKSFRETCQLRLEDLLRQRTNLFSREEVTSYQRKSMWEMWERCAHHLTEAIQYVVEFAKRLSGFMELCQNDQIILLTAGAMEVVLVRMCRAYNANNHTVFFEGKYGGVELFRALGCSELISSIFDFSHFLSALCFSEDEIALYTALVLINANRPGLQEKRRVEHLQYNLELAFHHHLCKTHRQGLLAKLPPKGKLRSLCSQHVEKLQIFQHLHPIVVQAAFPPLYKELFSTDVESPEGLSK
#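 ROR gamma transcriptional activity was tracked as Gal4-UAS luciferase output in stably transfected Drosophila Schneider cells, with compound added 1 hr before 700 uM copper sulfate induction and a 20 hr ambient-temperature incubation.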
# An asterisk follows results filed as active; u = inconclusive; x = no result given; [ ] = dose if it differs, or a comment. Unless noted, calls follow the shape of the dose curve; as a rule, active = well fitted curve in the direction sought with a large enough effect; inconclusive = small, poorly fitted or top-dose-only effect, or another doubt; inactive = no such curve, though single readings can be large; an effect the other way counts as inactive or inconclusive.
SMILES,uPA surface inh,Tb PFK inh,Giardia killer,Gal4-VP16 FLuc,ELG1 genotox,FBPA coupling cs,NPC1 promoter act,KCNH2 3.1 block,FLuc counter,Rab9 prom act,RORg inh
CCN(CC)CCCN1C(=O)C(=O)/C(=C(/O)c2ccc(OC)c(Cl)c2)C1c1ccco1 (stereo unspecified),x,3.3%,x,0.9%,-8.4%,0.2,8.7%,x,-2.0%,3.8%,u
CC(=O)c1ccc(OCC(O)CN2CCN(c3ccc(F)cc3)CC2)cc1 (stereo unspecified),-1.5%,-2.1%,-3.2,3.1%,-4.0%,0.4,-4.8%,-8.3,-3.9%,-2.8%,2.4%
O=C(OCC(=O)N1CCCCC1)c1cc(=O)[nH]c2ccccc12,8.6%,5.8%,-6.9,x,u,x,x,1.7,x,x,x
O=c1oc2ccccc2c(NCc2cccc(F)c2)c1[N+](=O)[O-],-20.4%,-0.9%,-10.2,5.5%,0.6%,0.8,-3.8%,-1.4,5.4%,-0.9%,u
O=C(NC(=S)Nc1nc2ccc(F)cc2s1)c1ccco1,-5.5%,-2.6%,u,1.78µM*,u,-0.7,5.7%,14.8,1.35µM*,2.51µM*,0.794µM*
Cc1onc(-c2ccccc2Cl)c1C(=O)Nc1cccc2cccnc12,7.6%,0.4%,0.1,3.3%,-14.8%,-10.2,0.7%,19.6,3.2%,-2.3%,-27.9%[10 µM]
CCN(C(=S)Nc1ccc(OC(F)F)cc1)C1CCCCC1,x,-7.8%,18.2,-9.2%,-4.6%,-1.7,1.2%,-15.9,-5.2%,5.6%,u
Cn1cc(P(=S)(N2CCOCC2)N2CCOCC2)cc1P(=O)(N1CCOCC1)N1CCOCC1,2.9%,-7.1%,-0.2,-0.7%,-0.7%,0.7,2.3%,7.8,-0.1%,-2.6%,7.7%
O=c1[nH]c(C2CCCN(S(=O)(=O)c3cccc(Cl)c3)C2)nc2c1nnn2Cc1ccc2c(c1)OCCO2 (stereo unspecified),-3.5%,2.4%,3.3,-0.6%,9.1%,x,1.7%,-0.1,6.6%,0.1%,12.8%
COc1cccc(C2=NOC(C(=O)Nc3cccnc3Cl)C2)c1OC (stereo unspecified),6.0%,-0.6%,-0.6,4.2%,-3.6%,3.5,1.2%,x,-4.9%,-3.1%,-4.7%
N#Cc1c(-c2ccccc2Cl)cc(-c2ccccc2)[nH]c1=S,x,1.9%,x,2.9%[10 µM],-3.5%,0.8,-3.2%,x,-4.5%,0.2%,-5.0%
CC1CC(=O)Nc2ccccc2N1C(=O)Nc1ccccc1 (stereo unspecified),2.7%,5.3%,-4.2,-1.1%,-0.2%,2.8,-6.2%,8.5,-2.7%,-0.8%,6.2%
O=C(O)c1ccc(C=C(c2nc3ccccc3s2)c2nc3ccccc3s2)cc1,0.9%,28.1%,6.1,-5.0%,-1.5%,14.8,-2.7%,16.2,12µM*,1.7%,-31.6%
CCOC(=O)CSc1cc(C)nc(NC(C)=O)n1,4.5%,-1.2%,12.9,4.7%,-1.9%,-0.6,-3.0%,5.5,5.7%,2.6%,-20.0%
CCN(CC(=O)Nc1ccccc1C(F)(F)F)C(=O)Cc1ccccc1,-3.7%,1.7%,14.4,-6.0%,3.1%,0.1,1.0%,0.4,-0.5%,0.0%,30.6%
O=C(Nc1nnc(SCC(=O)N2CCCCC2)s1)c1ccc(F)cc1F,-6.6%,0.0%,-13.8,-14.1%,11.6%,0.3,14.8%,11.2,8.49µM*,17.7%,-30.0%
Cc1ccc(-c2ccc(=O)n(CC(=O)NCc3ccco3)n2)cc1,x,0.1%,12.9,3.4%,0.8%,2.3,-3.0%,2.2,2.8%,2.6%,29.0%
COc1cccc(NC(=O)Nc2nnc(Cc3ccccc3)s2)c1,14.1%,-5.6%,-19.3,-9.2%,0.1%,1.1,1.4%,10.6,-2.8%,17.8%,41.4%
Nc1c(N(C(=O)Nc2ccc(Cl)c(Cl)c2)C2CCCC2)c(=O)[nH]c(=O)n1Cc1ccccc1,-2.5%,1.7%,-14.8,-2.8%,0.9%,0.2,0.0%,-4.4,-2.2%,1.1%,0.6%
NC(=O)C1CCN(C(=O)/C=C/c2ccccc2[N+](=O)[O-])CC1,1.9%,0.5%,-14.4,-1.5%,2.8%,-1.4,-2.6%,0.9,0.2%,-1.4%,-5.3%
CCOC(=O)c1cnc2ccc(OCC)cc2c1NCc1ccccc1,-9.7%,1.1%,4.6,5.01µM*,-2.0%,-44.2*,-18.5%,-36.7,u,-25.5%,2.82µM*
NC(=O)CC(NC(=O)Cc1cccc2ccccc12)c1ccc(NCc2ccc(F)c(F)c2)c([N+](=O)[O-])c1 (stereo unspecified),-1.9%,-1.6%,6.3,0.1%,1.6%,0.9,-5.3%,19.6,0.6%,-5.5%,-3.0%
Cc1ccnc(NC(=O)c2cccc(NC(=O)CC3SC(N4CCCCC4)=NC3=O)c2)c1 (stereo unspecified),4.0%,-11.8%,-8.9,x,3.4%,x,3.5%,-2.9,12µM*,16.7%,x
O=C(Nc1ccccc1C(=O)NC(Cc1ccccc1)C(=O)O)c1ccccc1 (stereo unspecified),1.1%,1.9%,2.3,-1.1%,5.4%,28.0,-6.4%,1.1,-17.4%,7.5%,4.9%
COc1cc(C2CC(c3c(C)cc(C)[nH]c3=O)=NN2c2ccccc2F)cc(OC)c1OC (stereo unspecified),5.3%,4.8%,-3.5,1.5%,6.0%,3.2,-2.3%,4.5,-3.8%,8.0%,31.9%
Cc1ccc(NC(=O)C2(N(CC(C)C)C(=O)Cn3nnnc3N)CCCCC2)cc1,x,-2.6%,1.3,12.0%,-1.2%,1.5,-1.6%,-15.8,2.7%,-3.1%,8.8%
COCc1c(C(=O)N/N=C/c2c[nH]c3ccccc23)nnn1-c1nonc1N,-0.8%,-15.6%,-5.2,-4.6%,-2.7%,0.3,0.7%,-8.3,5.5%,5.6%,u
CCN(CC)S(=O)(=O)c1ccc(N2CCCC2)c(NC(=O)c2ccc(N3CCCC3=O)cc2)c1,-6.0%,-3.2%,-13.0,x,0.0%,x,-3.2%,1.6,-2.0%,-5.4%,x
COc1cccc(SCC(=O)N2CCN(c3ccccc3)CC2)c1,6.6%,0.8%,-4.6,-1.8%,-1.0%,-0.2,-0.1%,-7.8,3.2%,-0.7%,16.5%
CCC(C)(C)C(=O)Nc1ncc(S(=O)(=O)c2ccc([N+](=O)[O-])cc2)s1,-3.1%,-1.8%,-21.2,0.3%,-8.7%,0.8,1.8%,-17.4,-2.0%,-0.6%,10.1%
O=C1Nc2cc(C(=O)NCCCN3CCOCC3)ccc2S/C1=C/c1ccccc1F,u,-3.3%,-2.2,-24.0%,-4.3%,x,-0.2%,17.3,u,-2.1%,-31.0%
COc1ccc(-c2c(-c3ccc(OCC(=O)NN)cc3O)n[nH]c2C(F)(F)F)cc1,-1.8%,0.3%,-1.9,4.47µM*,0.2%,-8.0,1.8%,4.7,1.2%,0.4%,6.31µM*
COCCCn1c(=O)c2sccc2n2c(CCCC(=O)NCc3ccccc3OC)nnc12,2.9%,0.7%,-14.0,-7.9%,-0.3%,3.2,-3.3%,-0.7,2.7%,1.7%,-11.0%
N#Cc1cnc(SCCc2ccccc2)nc1N,3.4%,-9.7%,30.7[activator],x,u,-2.7,14.6%,-12.4,u,18.9%,8.0%[0.365 µM]
O=C(COC(=O)C12CC3CC(CC(O)(C3)C1)C2)Nc1ccc(Cl)c(S(=O)(=O)N2CCOCC2)c1,-12.6%,5.3%,2.0,x,-0.4%,x,x,-3.7,x,x,x
CC(=O)Oc1ccc2nc(-c3cccs3)oc(=O)c2c1,4.2%,-0.8%,-3.2,-1.9%,2.1%,6.6,-2.0%,7.4,u,-3.5%,-17.1%
O=C(Nc1ccc(C(F)(F)F)cc1)c1ccc2nc[nH]c2c1,1.3%,8.6%,12.3,2.4%,-3.3%,-1.4,18.3%,2.3,u,18.5%,19.1%
Cc1ccc(S(=O)(=O)N2c3ccccc3CC2C)cc1 (stereo unspecified),-16.5%,-1.4%,3.4,7.2%,-8.9%,-0.9,-3.7%,-22.6,1.5%,-2.7%,-21.2%
COc1ccc(-c2nn(-c3ccccc3)cc2/C=N/NC(=O)c2ccc(Br)o2)cc1,-14.0%,8.8%,-0.6,3.98µM*,-16.6%,-2.0,-4.3%,0.6,u,1.2%,1.26µM*
O=C(Cc1cccc2ccccc12)Nc1c(F)cccc1F,-4.6%,0.0%,-3.1,14.6%,6.7%,1.0,16.8%,-3.8,-9.4%,1.9%[1.84 µM],14.4%
